# Screening results (PubChem)
# E-selectin induc: E-selectin induction on HUVECs; P16581; HUVEC E-selectin immunofluorescence imaging; normalized: neutral wells 0, TNF-alpha wells 100; activation, % at 7.58 µM; hit rate 0.37% among 260,000; AID 686992;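 active means mean E-selectin-positive cell signal at least 10% of the positive control, reached in at least 60% of replicates, without over 20% cell loss; inconclusive means no rule given, readout overlaps actives, possibly toxicity-flagged; inactive means the rest, including those meeting only one limit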;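 further: in these data hits start at about 27%; measured in HUVEC primary endothelial cells; signal is the percent of cells scored E-selectin positive by PE staining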
# Target sequence (P16581 whole entry, looked up): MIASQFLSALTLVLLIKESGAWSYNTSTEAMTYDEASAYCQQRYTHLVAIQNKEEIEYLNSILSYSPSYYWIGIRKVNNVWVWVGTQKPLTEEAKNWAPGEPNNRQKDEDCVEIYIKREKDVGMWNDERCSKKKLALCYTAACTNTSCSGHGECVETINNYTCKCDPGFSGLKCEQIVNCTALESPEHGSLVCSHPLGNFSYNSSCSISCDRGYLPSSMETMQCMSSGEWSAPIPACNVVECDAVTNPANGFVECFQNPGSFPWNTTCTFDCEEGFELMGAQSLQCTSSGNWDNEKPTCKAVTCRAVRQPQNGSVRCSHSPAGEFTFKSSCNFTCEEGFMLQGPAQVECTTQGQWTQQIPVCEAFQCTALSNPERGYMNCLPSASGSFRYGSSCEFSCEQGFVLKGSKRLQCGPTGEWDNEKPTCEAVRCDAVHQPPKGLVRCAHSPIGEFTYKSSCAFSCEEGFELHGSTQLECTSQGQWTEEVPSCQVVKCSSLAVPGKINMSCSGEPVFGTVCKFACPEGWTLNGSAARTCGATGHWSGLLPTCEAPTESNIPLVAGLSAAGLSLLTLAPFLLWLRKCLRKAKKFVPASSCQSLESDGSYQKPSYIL
#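 Material: HUVEC primary endothelial cells; Amount: 3,000 cells per well; Dosing: single concentration; Medium: EGM-2 growth medium on 0.1% gelatin-coated wells; Read-out basis: percent E-selectin-positive cells; Signal: immunofluorescence imaging; Control set: TNF-alpha, DMSO.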
# S100A4 MyoIIA: blocks human S100A4 binding to myosin IIA peptide | P26447 | inhibition, % at 10.7 µM | S100A4/TAMRA-MyoIIA peptide fluorescence polarization | AID 652163 | hit rate 0.14% among 360,000;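 active means mean inhibition of at least 70% across replicates, with every replicate also reaching that level; inconclusive means mean inhibition reaches 70% but some replicates fall short; inactive means mean inhibition below 70%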
# Target sequence (P26447 whole entry, looked up): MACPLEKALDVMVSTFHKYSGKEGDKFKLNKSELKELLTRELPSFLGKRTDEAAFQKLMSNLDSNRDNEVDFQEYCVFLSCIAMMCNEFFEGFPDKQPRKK
#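 Material: S100A4 monomer protein | Medium: HEPES pH 7.2 with CaCl2, KCl, NaCl, DTT, Triton | Reagent: Labelled myosin peptide probe, 5 nM | Doses: One dose per compound | Times: 5 min incubation before reading | Benchmarks: Neutral control DMSO, positive control TFP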
# XiGFP reactiv: X-chromosome reactivation activator. XiGFP mouse fibroblasts, % GFP-positive cells imaging, 3 d; cells co-treated with 5-aza-dC sensitizer; scaled so ellipticine positive control = 100%. activation, % at 7.58 µM. hit rate 0.055% among 360,000;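 active means mean normalized replicate activation at least 10% and every replicate at or above 10%; inconclusive means only one of the two criteria met; inactive means mean below 10% and not all replicates reach 10%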;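 further: 0% = median of on-plate neutral control wells and 100% = ellipticine 6 µM median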
#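 Assay system: SV40-immortalized XiGFP fibroblast cells, line 68-5-11; buffer or medium: DMEM plus 5-aza-dC sensitizer; compound: one concentration, pinned; timing: compounds 3 days, fix/stain 15 min at room temperature; benchmarks: positive control ellipticine, 6 µM final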
# RAD54 branch: blocks human RAD54 Holliday junction branch migration; inhibition, % at 10.4 µM; FAM/BHQ fluorescence; Q92698; hit rate 0.14% among 360,000;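 active means mean normalized replicate activity at least 40 and at least half of replicates scoring 40 or more; inconclusive means only one of the two criteria met; inactive means mean below 40 and under half of replicates reaching 40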;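 further: 0% = median of neutral control wells and 100% = median of positive control wells; inhibitors cause a drop in the FAM fluorescence signal; in these data hits start at about 50%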
# ERAP1 inh: blocks human ERAP1 aminopeptidase activity. recombinant ERAP1, Leu-AMC fluorescence, 60 min. inhibition, % at 10.7 µM. hit rate 0.15% among 340,000. AID 652197;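 active means mean replicate inhibition of at least 30%, or all replicates individually reaching that 30% level; inactive means mean below 30% and not every replicate reaching it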;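 further: 0% = neutral control wells and 100% = L-leucinethiol positive control wells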
# RAD52 inh: RAD52 (human) annealing inhibition; P43351; recombinant RAD52 DNA annealing, FRET fluorescence; inhibition, % at 18.7 µM; hit rate 0.46% among 360,000;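 active means every replicate showing at least 50% inhibition; inconclusive means mean inhibition at least 50% but not in every replicate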
# esBAF inh: blocks esBAF chromatin remodeling in mouse ES cells. Bmi1-luciferase knock-in reporter, 24 h; 100% = twice the neutral-well signal. reporter increase, % at 12.5 µM. hit rate 2% among 350,000. AID 602393; in the data active means activation above about 40%; inconclusive means no clear call, values can overlap the other calls;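 further: 0% = median of the plate's neutral control wells and 100% = double that signal; a rise in the Bmi1 reporter signal indicates esBAF inhibition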
# ERp5 block: blocks human ERp5 reductase activity on insulin. Q15084. hit rate 0.05% among 350,000. ERp5 insulin aggregation, absorbance 650 nm, 90 min. inhibition, % at 9.99 µM;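 active means mean replicate inhibition above about 25%, with every replicate also reaching it, limit read from the data, passing the limit was not always enough; inconclusive means only one of those two criteria met; inactive means neither criterion met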
# * marks the source's active call; other numbers are inactive results; i = inactive; u = inconclusive; x = no result given; & = joins results of further samples.
SMILES,E-selectin induc,S100A4 MyoIIA,XiGFP reactiv,RAD54 branch,ERAP1 inh,RAD52 inh,esBAF inh,ERp5 block
Cc1ccc(NC(=O)CN(C)C(=O)COc2ccc(Br)cc2)cc1,-0.3,2,0.0,-5,-1,-8,3,1
CC1=C(C(=O)OC(C)C)C(c2cccc([N+](=O)[O-])c2)n2c(cc(=O)[nH]c2=S)N1 (centres undefined),x,-2,-0.1,2,1,-8,x,2
C[C@@H]1CN([C@H](C)CO)S(=O)(=O)c2ccc(C#Cc3ccccc3)cc2O[C@H]1CN(C)C(=O)Nc1ccc2c(c1)OCO2,0.7&1.6,-1&-32&-7,-0.7,4&-5&2,13&-2&0,-8&1&4,5&-11&-8,9&-2&-3
COc1cccc(S(=O)(=O)Nc2ccc3c(c2)[C@H]2C[C@H](CC(=O)N(C)C)O[C@@H](CO)[C@H]2O3)c1,-0.7,-7,0.1,0,0,7,-3,2
COc1cc(CN2C(=O)C(C)ON=C2c2ncccc2C)cc(OC)c1 (centres undefined),x,5,0.0,-12,x,-27,-1,-2
O=C(N/N=C/c1cccc(O)c1)c1ccc(COc2cccc3cccnc23)cc1,0.9,-6,0.1,x,2,-28,x,-7
Cc1noc(C)c1S(=O)(=O)Nc1ccc2c(c1)C(=O)N([C@@H](C)CO)C[C@@H](C)[C@@H](CN(C)S(=O)(=O)c1ccc(F)cc1)OCCCC[C@H](C)O2,0.0,-31,0.1,-1,2,-43,-5,-2
CCn1cnc2c1c(=O)n(CC(=O)Nc1ccc(C(N)=O)cc1)c(=O)n2Cc1ccccc1,1.9,0,-0.4,-11,x,-16,-1,-2
COc1ccc(N2CCN(C(=O)CN(c3cccc(OC)c3)S(=O)(=O)c3ccccc3)CC2)cc1,x,3,0.0,-10,3,-5,1,0
CCOC(=O)N1CCC(NC(=O)c2ccc(CS(=O)(=O)c3ccc(OC)cc3)o2)CC1,x,-4,0.3,5,-1,-8,-10,9
COCC1CCN(Cc2cn[nH]c2-c2cc3ccccc3o2)C1 (centres undefined),x,6,0.0,x,2,-10,x,2
CC(=O)Nc1ccccc1C(=O)C(=O)Nc1ccc(C(=O)NCC2CCCO2)cc1 (centres undefined),x,2,0.1,6,-5,-4,5,-5
CCc1[nH]c(=O)c(C#N)c2c1CSC(C)(C)C2,x,10,x,x,4,-49,1,-16
O=C(CS(=O)(=O)c1ccccc1)NCc1ccco1,x,9,0.1,x,1,-24,x,6
C[C@@H]1CN([C@H](C)CO)C(=O)c2cc(NC(=O)C3CCCCC3)ccc2O[C@@H](C)CCCCO[C@@H]1CN(C)S(=O)(=O)c1ccccc1,0.1,-3,0.1,-2,4,-5,4,2
C[C@@H]1CN([C@@H](C)CO)C(=O)c2cc(NC(=O)c3ccncc3)ccc2O[C@@H](C)CCCCO[C@H]1CN(C)S(=O)(=O)c1ccc(F)cc1,x,-19,0.1,-7,-1,11,-3,0
CN(CCC#N)C(=O)COC(=O)c1ccccc1C(=O)c1ccc(Cl)c([N+](=O)[O-])c1,x,5,1.1,x,0,-4,x,1
c1ccc(-c2onc(-c3ccco3)c2-c2ccc3[nH]ccc3c2)cc1,0.0,0,0.0,6,-1,-5,-21,-2
CSCCC(NC(=O)c1cncc(Br)c1)C(=O)O (centres undefined),x,-3,x,-3,4,-3,5,-2
O=C(NCc1cccs1)c1ccc2sc(COCCO)nc2c1,0.1,3,0.2,0,11,7,-7,2
Cc1cc(CNC(=O)C2(C(F)(F)F)CC(CCCO)CCCO2)nn1C (centres undefined),0.0,-4,0.1,-12,-1,-1,-3,12
O=C(NC(=O)N1CCCCCC1)c1ccccc1,-0.2,-1,-0.1,4,-3,-12,6,-3
C[C@@H]1CN([C@H](C)CO)C(=O)c2cc(NC(=O)C3CC3)ccc2O[C@H]1CN(C)Cc1ccccc1,0.1,12,-0.1,11,0,-4,-5,0
CCN(CC)CCNC(=S)Nc1ccc2nc3n(c(=O)c2c1)CCCCC3,-0.9,5,-0.1,x,-1,-8,x,4
O=C(O)c1ccc(NC(CSCc2cccc(F)c2)C(=O)O)c([N+](=O)[O-])c1 (centres undefined),x,4,x,1,10,-6,-5,-3
COc1ccccc1OCC(=O)N1CCNC1=O,0.1,5,-0.1,0,-7,-10,0,4
O=C(NCCSC1CCCCC1)c1ccccc1,1.7,-3,0.0,x,0,-11,x,1
CCCN(CCC)S(=O)(=O)c1ccc(N2CCCC2=O)c([N+](=O)[O-])c1,2.9,2,0.1,0,1,0,-5,-4
Nc1ccc(OCc2ccco2)cc1,x,10,0.4,9,10,-18,12,3
C[C@@H]1CCCCO[C@@H](CN(C)C(=O)NC2CCCCC2)[C@H](C)CN([C@H](C)CO)C(=O)c2cc(NC(=O)CCC(F)(F)F)ccc2O1,-0.4,13,-0.9,-3,1,-22,16,-6
COc1ccc2c3c(n(C)c2c1)[C@H](CO)N(Cc1ccccn1)CC31CCN(C(=O)NC(C)C)CC1,0.0,5,0.2,x,-2,-160,x,6
CCCNC(=O)N(C)C[C@@H]1Oc2cc(C#C[C@@H](C)O)ccc2S(=O)(=O)N([C@H](C)CO)C[C@@H]1C,-0.3,-3,0.1,-2,3,4,1,4
O=C(C[C@H]1C=C[C@@H](NC(=O)Nc2ccc(F)cc2)[C@@H](CO)O1)NCc1ccccn1,-0.5,2,-0.1,-12,-3,-27,1,5
CCOc1ccc(Cc2c(Cl)nc(SC)nc2N(C)C)cc1,x,0,0.0,x,3,10,x,-3
CCN(CC)c1ccc2c(c1)OC(N)=C(C#N)C2c1cccnc1 (centres undefined),x,-23,x,-97,9,i,x,6
CCOc1ccc(NC(=O)C2CSC(c3ccncc3)=N2)cc1 (centres undefined),-0.4,-2,0.0,4,-2,-9,22,-1
CC[C@@H](CC1CCCCC1)C(=O)N(Cc1ccccc1)c1ccccc1,0.0,-2,0.1,-6,-3,4,2,-8
CC(C)c1onc(C(=O)NCc2ccccn2)c1[N+](=O)[O-],0.3,5,0.3,x,0,-25,x,-2
CC(C)C[C@@H](CN1CCC[C@@H]1CN1C(=S)NC[C@@H]1Cc1ccc(O)cc1)N1C[C@H](Cc2ccc(O)cc2)N(CC2CCCCCC2)C1=S,-2.3,2,0.4,-2,2,37,10,8
O=C(Nc1ccc(C(O)(C(F)(F)F)C(F)(F)F)cc1)c1ccc(Cl)c([N+](=O)[O-])c1,x,-1,-0.2,-12,2,4,9,-3
CCCNC(=O)c1cc(C2CCCCN2C(=O)c2ccc3ccccc3c2)on1 (centres undefined),-0.3,2,0.1,-13,2,-13,0,-8
Cc1nn(-c2ccccc2)c(C)c1NC(=O)COC(=O)c1ccc(S(=O)(=O)C(F)F)cc1,x,4,0.2,-8,2,-17,x,7
COc1ccccc1S(=O)(=O)N(C)C[C@H]1Oc2cc(C#CCC3CCCC3)ccc2S(=O)(=O)N([C@H](C)CO)C[C@@H]1C,-2.4,3,-0.3,-3,1,0,1,1
CC(=O)c1cccc(N(CC(=O)NC2CCCCC2)C(=O)Cn2nnc(-c3ccccc3)n2)c1,x,0,0.0,1,1,-9,-1,1
CCS(=O)(=O)N1CCC(NC(=O)c2cc(OC)cc(OC)c2)CC1,x,10,x,3,-1,-14,-10,6
O=C(Cc1ccccc1F)Nc1nc(-c2ccc(F)cc2)cs1,0.6,1,0.2,-11,2,-15,u,-7
CC(C)c1nc(CNC(=O)CC2C(=O)NCCN2Cc2ccccc2)cs1 (centres undefined),0.5,2,0.5,-4,-6,-73,-4,5
CO[C@@H]1CN(C)C(=O)c2cc(NC(=O)Nc3ccccc3Cl)ccc2OC[C@H](C)NC[C@H]1C,0.2,0,0.2,7,1,9,2,-18
COC(=O)C1CCN(c2ccc(C(N)=O)cc2[N+](=O)[O-])CC1,-0.5,0,0.0,x,2,-5,x,-3
CC(C)NC(=O)Nc1ccc2c(c1)C(=O)N([C@@H](C)CO)C[C@@H](C)[C@@H](CN(C)S(=O)(=O)c1ccc(F)cc1)O2,1.0&-0.1,-7&-6,-1.1&0.0,2&0,-1&-4,-21&-16,-2&-5,-3&2
# (more compounds)
SMILES,E-selectin induc,S100A4 MyoIIA,XiGFP reactiv,RAD54 branch,ERAP1 inh,RAD52 inh,esBAF inh,ERp5 block
Cc1csc(NC(=O)c2c(-c3ccccc3)noc2C)n1,x,2,0.1,7,-2,-6,-6,3
COCC(=O)Nc1ccc2c(c1)OC[C@@H](C)N(C(=O)c1ccccc1F)C[C@@H](C)[C@@H](OC)CN(C)C2=O,-0.1,-17,0.3,-10,2,36,2,2
O=C(CCN1C(=O)/C(=C\c2ccccc2Cl)SC1=S)Nc1cccnc1,-1.4,-9,-0.1,-16,-1,-5,x,-3
C[C@@H]1CN([C@H](C)CO)C(=O)c2cccc(NS(=O)(=O)c3cn(C)cn3)c2O[C@@H]1CN(C)Cc1ccncc1,-1.0,11,-1.2,9,0,3,0,0
COc1ccc(C)cc1-n1nnnc1SCC(=O)NC1CCS(=O)(=O)C1 (centres undefined),0.0,-2,0.0,-9,-1,7,-5,-6
Cc1nnc(NC(=O)c2nn(CC(C)C)c(=O)c3ccccc23)s1,-1.8,-9,0.4,x,-3,-3,x,2
O=C(NC(=S)NNC(=O)c1cnccn1)c1ccc(Cl)cc1,2.1,-2,0.2,x,-1,-19,x,2
C/C=C/c1cnc2c(c1)C(=O)N([C@H](C)CO)C[C@H](C)[C@H](CN(C)C(=O)c1cnccn1)O2,-0.1,-7,0.7,4,1,-3,4,1
CCC(=O)Nc1ccc2c(c1)OC[C@H](C)N(CCC(F)(F)F)C[C@H](C)[C@@H](OC)CN(C)C2=O,-0.1,8,0.0,x,-1,5,x,4
CCC(=O)Nc1nnc(S(=O)(=O)N2CCCc3ccccc32)s1,0.0,0,-0.1,-7,2,-13,-8,6
COc1ccc(N2C(=O)[C@@H]3[C@H](C2=O)[C@H]2c4ccccc4C=CN2[C@@H]3C(C)=O)cc1,-1.4,-8&-14,0.1,-7&-3,2,-33,2,-12
CC(=O)N1[C@H](CO)[C@@H](c2ccc(C3=CCCC3)cc2)[C@@H]1CNC(=O)CN(C)C,0.2,x,0.0,2,x,x,2,x
Cc1cc(N2C(=O)C(O)=C(C(=O)c3ccc(C)o3)C2c2ccc(OCc3ccccc3)cc2)no1 (centres undefined),x,-3,0.1,5,2,-24,0,-2
C[C@@H]1CN([C@H](C)CO)C(=O)c2cccc(NS(=O)(=O)c3ccc(Cl)cc3)c2O[C@@H]1CN(C)S(=O)(=O)c1cccs1,-3.0,-9,0.0,1,-5,-23,0,-5
COc1ccc(CNC(=O)C[C@@H]2CC[C@@H](NS(=O)(=O)c3cccc(OC)c3)[C@@H](CO)O2)cc1,-0.5&-0.1,11&0,-0.4&0.0,-2,-1&-4,2&-2,1,-4&3
COC(=O)c1ccc(C(=O)N=c2sccn2C)cc1,x,-1,0.0,8,1,-9,60*,5
